Source: PubChem (several laboratories)
MOR-DOR ag: agonists of human mu-delta opioid receptor heterodimerization; P35372+P41143; activation, % at 9.3 µM; cells, OPRM1-OPRD1 heterodimerization, luminescence; AID 504326; 0.3% of 340,000 active; in the data active = activation above about 18%;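 also: 0% = vehicle-treated cells and 100% = reference agonist; values of inactives mirror those of a sister screen read the other way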
Ecoli viability: bacterial growth inhibition, counter-screen for AddAB inhibitors; E. coli V3065 growth, OD600 absorbance, 18 h; inhibition, % at 11.9 µM; 0.27% of 330,000 active; AID 449728;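 active = inhibition above the campaign's mean inhibition across all tested compounds plus 3 SD, cut at about 9.9% in these data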;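 also: uninfected addAB+ strain grown without phage in ampicillin broth; 0% = DMSO wells and 100% = ciprofloxacin 0.95 µg/ml wells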
PKA-R1A act: activates the PKA-R1A holoenzyme complex. 0.083% of 340,000 active. activation, % at 11.4 µM. PKA-R1A dissociation, Cy5-IP20 fluorescence polarization; scaled: DMSO 0%, 113 µM cGMP 100%;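 active = percent activation above the mean of all tested compounds plus 3 SD, cut at about 19% in these data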;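 also: higher means more PKAc released from R1A so a rise in polarization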
SUMO Mot1 rescue: inhibitors of SUMOylation pathway: yeast Mot1-301 growth rescue; S. cerevisiae Mot1-301 growth rescue, ATP luminescence, 38.5C; percent above DMSO median, 100 means doubled; 1% of 320,000 active; growth rescue, % at 18.8 µM; AID 2716;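 active = every valid replicate shows activation above 250% relative to neutral control wells; inactive = the rest, any valid replicate at or below 250%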;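 also: OY570 slx delta 5 strain wells were the positive control but not used for scaling; some compounds called inactive have numbers as strong as hits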
Arrestin-AP2 inh: inhibitors of human beta-arrestin and AP2 interaction | FITC-arrestin peptide / GST-AP2 beads, flow cytometry; AP2 beta2 appendage carries R879A mutation | inhibition, % at 10 µM | 0.31% of 340,000 active;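 active = inhibition above a set limit, near 3 SD of compounds lacking own fluorescence, cut at about 54% in these data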;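 also: plate controls were DMSO wells for no effect and 5 µM unlabelled arrestin peptide for full effect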
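Test system: GST-tagged AP2 beta2-adaptin appendage (R879A) on 4 µm glutathione beads; also added: fluorescein-tagged arrestin peptide at 50 nM final; timing: 12 min plus 1 h, RT; signal: flow cytometry, FL1 (488/535 nm); read-out: percent drop in bead-associated FITC signal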
PfHsp90 yeast 2: inhibits growth of yeast expressing Plasmodium falciparum Hsp90. S. cerevisiae expressing PfHsp90, BacTiter-Glo ATP, 48 h; yeast lacking PDR1 and PDR3 efflux regulators. AID 504621. 0.32% of 310,000 active. inhibition, % at 9.4 µM;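 active = every replicate shows inhibition above about 80%, whatever the replicate mean, limit read from the data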;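 also: 0% = DMSO neutral controls and 100% = 20 µM radicicol positive controls; yeast relying on Plasmodium falciparum Hsp90 in place of its own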
Tat export inh: blocks Tat-dependent protein export in E. coli. E. coli MC4100 TorA-mCherry Tat export, fluorescence. inhibition, % at 10 µM. 0.036% of 340,000 active. AID 488895;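 active = mean replicate inhibition at least 50% and at least half of replicates individually reaching 50%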;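 also: exported cargo escapes ClpAP degradation while cytoplasmic cargo is degraded and loses fluorescence; 0% = median of neutral control wells and 100% = median of NaSCN control wells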
Pemphigus Ab inh: blocks pemphigus antibody binding to human desmoglein-3 | P32926 | DSG3-coupled beads, scFv-anti-DSG3-GFP binding, flow cytometry; stronger effect = lower value | 0.48% of 310,000 active | binding (percent of control), % at 10 µM | AID 588358;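 active = binding more than 3 SD below its plate's average and above zero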;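 also: hits lower antibody fragment binding to DSG3; some compounds called inactive have numbers as strong as hits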
Target sequence (P32926 whole entry, looked up, the tested form may be a part): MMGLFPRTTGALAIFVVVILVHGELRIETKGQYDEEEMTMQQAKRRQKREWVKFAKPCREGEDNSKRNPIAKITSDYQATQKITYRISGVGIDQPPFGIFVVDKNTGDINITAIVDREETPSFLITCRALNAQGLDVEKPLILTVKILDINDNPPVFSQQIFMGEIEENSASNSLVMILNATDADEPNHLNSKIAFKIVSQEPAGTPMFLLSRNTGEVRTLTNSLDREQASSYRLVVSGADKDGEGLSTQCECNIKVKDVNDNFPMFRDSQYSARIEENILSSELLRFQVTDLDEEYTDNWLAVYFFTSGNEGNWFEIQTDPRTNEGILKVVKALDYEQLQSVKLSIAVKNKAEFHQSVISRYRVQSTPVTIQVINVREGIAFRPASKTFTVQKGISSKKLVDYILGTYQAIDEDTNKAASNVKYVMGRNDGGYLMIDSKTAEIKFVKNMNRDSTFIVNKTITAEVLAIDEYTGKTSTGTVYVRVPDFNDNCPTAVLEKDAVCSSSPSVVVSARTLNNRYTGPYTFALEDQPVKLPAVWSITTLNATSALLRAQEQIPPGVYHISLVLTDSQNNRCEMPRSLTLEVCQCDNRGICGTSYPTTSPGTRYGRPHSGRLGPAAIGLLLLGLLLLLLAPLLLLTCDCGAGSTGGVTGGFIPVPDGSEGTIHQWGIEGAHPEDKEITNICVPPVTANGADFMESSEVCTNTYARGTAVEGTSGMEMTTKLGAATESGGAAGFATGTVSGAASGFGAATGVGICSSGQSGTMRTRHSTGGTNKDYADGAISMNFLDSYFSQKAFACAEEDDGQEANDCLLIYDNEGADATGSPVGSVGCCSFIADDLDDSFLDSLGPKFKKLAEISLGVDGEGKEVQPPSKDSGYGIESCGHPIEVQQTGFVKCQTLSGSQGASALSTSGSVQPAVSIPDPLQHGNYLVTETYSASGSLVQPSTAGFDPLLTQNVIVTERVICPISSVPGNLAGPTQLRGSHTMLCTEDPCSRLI
MOR-DOR inv ag: inverse agonist of human OPRM1-OPRD1 heterodimerization; P35372+P41143; AID 504357; cell-based MOR-DOR heterodimer luminescence, inverse agonism; inhibition, % at 9.3 µM; 0.21% of 340,000 active; in the data active = inhibition above about 22%, passing the limit was not always enough;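 also: 0% = cells with DMSO and 100% = wells without cells with DMSO; values of inactives mirror those of a sister screen read the other way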
AddAB inh: less growth of phage-infected E. coli with AddAB | E. coli expressing H. pylori AddAB, absorbance growth | inhibition, % at 11.9 µM | 0.29% of 330,000 active; in the data active = inhibition above about 12%;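 also: 0% = vehicle wells of infected cells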
phage Ecoli inh: E. coli growth loss with phage present; inhibition, % at 11.9 µM; 0.26% of 360,000 active; growth absorbance; in the data active = inhibition above about 11%
* marks the source's active call; other numbers are inactive results; i = inactive; . = not tested or not shown. An unsorted share of the library, and some 2.8% of all compounds hit somewhere here.

Short keys: A = MOR-DOR ag; B = Ecoli viability; C = PKA-R1A act; D = SUMO Mot1 rescue; E = Arrestin-AP2 inh; F = PfHsp90 yeast 2; G = Tat export inh; H = Pemphigus Ab inh; I = MOR-DOR inv ag; J = AddAB inh; K = phage Ecoli inh
canonical_smiles: CCCN1CCC(NC(=O)Nc2cc(Cl)ccc2OC)CC1
  A: 0.1	B: 0.4	C: -9	D: -1	E: 4	F: 9	G: -5	H: 98	I: -1	J: 1.4	K: 4.8
canonical_smiles: CC1CCN(c2ccc(NC(=O)c3ccccc3[N+](=O)[O-])cc2)CC1
  A: .	B: 2.7	C: .	D: 14	E: 2	F: 15	G: -3	H: 100	I: .	J: 4.5	K: 6.9
canonical_smiles: CCc1ccc(N(CC(=O)NC2CCCC2)S(=O)(=O)c2c(C)noc2C)cc1
  A: -2.1	B: -0.9	C: -2	D: 3	E: 35	F: -6	G: 2	H: 106	I: 11	J: 3.9	K: 3.0
canonical_smiles: O=C(c1cccnc1)N1CCN(c2c(Cl)cccc2[N+](=O)[O-])CC1
  A: -1.6	B: 0.5	C: 2	D: 0	E: -3	F: 25	G: -10	H: 109	I: 9	J: -0.2	K: 1.6
canonical_smiles: CCn1cc(Cl)c(C(=O)Nc2cccc(CN3CCOCC3)c2)n1
  A: -2.4	B: .	C: 3	D: 8	E: 11	F: 11	G: 7	H: 125	I: 14	J: .	K: 1.4
canonical_smiles: CC(=O)Nc1ccc(S(=O)(=O)NCCC(=O)OCc2nc(N)nc(Nc3ccccc3C)n2)cc1
  A: -1.7	B: 1.4	C: -4	D: 9	E: 27	F: .	G: 5	H: 118	I: 10	J: -0.2	K: .
canonical_smiles: Oc1ccccc1N=Cc1ccc[nH]1
  A: 8.3	B: -5.3	C: -6	D: 416	E: 18	F: -21	G: -3	H: 111	I: -42	J: -2.0	K: -1.7
canonical_smiles: CC(Sc1nnc(COc2ccc(Cl)cc2)n1-c1ccccc1)C(=O)O (centres undefined)
  A: -2.0	B: 1.1	C: -7	D: 9	E: 4	F: -3	G: -12	H: 98	I: 9	J: -2.3	K: 1.4
canonical_smiles: COc1cccc(NC(=O)c2c(C)cc(C)cc2CC(C)(C)C(=O)O)c1
  A: -1.1	B: 0.3	C: 12	D: -2	E: 27	F: 22	G: -2	H: .	I: 5	J: 0.1	K: -0.3
canonical_smiles: O=C(CSc1nnc(Cn2c(=O)sc3ccccc32)n1CCc1ccccc1)N1CCOCC1
  A: -2.2	B: 1.5	C: -1	D: -15	E: -2	F: 8	G: 3	H: 105	I: 12	J: 0.8	K: -0.6
canonical_smiles: CN(CCS(=O)(=O)c1ccc(Cl)cc1)Cc1cccnc1
  A: -3.8	B: -0.7	C: 12	D: -1	E: -1	F: 15	G: 8	H: 106	I: 20	J: 2.3	K: 0.6
canonical_smiles: CC(=O)c1cccc(NC(=O)CCS(=O)(=O)c2ccc(Br)s2)c1
  A: -1.5	B: -0.7	C: -14	D: 2	E: 26	F: 0	G: -4	H: 90	I: 8	J: 0.8	K: 2.3
canonical_smiles: CCN(CC)S(=O)(=O)c1ccc(C(=O)OCCN2C(=O)CCC2=O)cc1
  A: -3.5	B: -3.6	C: -2	D: 8	E: -7	F: -4	G: 4	H: 105	I: 18	J: 0.3	K: -0.6
canonical_smiles: Cc1cccc(NC(=O)CSCc2nc3c(nnn3Cc3ccc(F)cc3)c(=O)[nH]2)c1C
  A: -1.9	B: 1.8	C: 1	D: -27	E: -10	F: -3	G: -5	H: 95	I: 9	J: 2.0	K: -0.3
canonical_smiles: COc1ccccc1-c1c(C)oc2c(CN3CCN(CCO)CC3)c(O)ccc2c1=O
  A: -0.5	B: .	C: 4	D: .	E: 17	F: 32	G: 6	H: 102	I: 3	J: .	K: 1.6

The closing 4 records of the part above open the next one:
Short keys: A = MOR-DOR ag; B = Ecoli viability; C = PKA-R1A act; D = SUMO Mot1 rescue; E = Arrestin-AP2 inh; F = PfHsp90 yeast 2; G = Tat export inh; H = Pemphigus Ab inh; I = MOR-DOR inv ag; J = AddAB inh; K = phage Ecoli inh
canonical_smiles: CC(=O)c1cccc(NC(=O)CCS(=O)(=O)c2ccc(Br)s2)c1
  A: -1.5	B: -0.7	C: -14	D: 2	E: 26	F: 0	G: -4	H: 90	I: 8	J: 0.8	K: 2.3
canonical_smiles: CCN(CC)S(=O)(=O)c1ccc(C(=O)OCCN2C(=O)CCC2=O)cc1
  A: -3.5	B: -3.6	C: -2	D: 8	E: -7	F: -4	G: 4	H: 105	I: 18	J: 0.3	K: -0.6
canonical_smiles: Cc1cccc(NC(=O)CSCc2nc3c(nnn3Cc3ccc(F)cc3)c(=O)[nH]2)c1C
  A: -1.9	B: 1.8	C: 1	D: -27	E: -10	F: -3	G: -5	H: 95	I: 9	J: 2.0	K: -0.3
canonical_smiles: COc1ccccc1-c1c(C)oc2c(CN3CCN(CCO)CC3)c(O)ccc2c1=O
  A: -0.5	B: .	C: 4	D: .	E: 17	F: 32	G: 6	H: 102	I: 3	J: .	K: 1.6
canonical_smiles: Cc1ccc(C)c(NC(=O)C2CCC(C)(C(=O)O)C2(C)C)c1 (centres undefined)
  A: -1.1	B: 3.4	C: 3	D: 9	E: 2	F: 5	G: -6	H: 101	I: 6	J: 1.8	K: 3.1
canonical_smiles: CSC1=N/C(=C\c2cccc(F)c2)C(=O)S1
  A: 0.4	B: -0.6	C: 3	D: -5	E: 20	F: 2	G: -2	H: 103	I: -2	J: -0.5	K: 0.5
canonical_smiles: CC(=O)c1ccc(S(=O)(=O)N(C)C(C)CCc2ccco2)cc1 (centres undefined)
  A: -1.3	B: .	C: -5	D: -2	E: -2	F: -27	G: 6	H: 103	I: 6	J: .	K: 0.5
canonical_smiles: CC(C)Sc1nc(-c2ccccc2)cc(=O)[nH]1
  A: -1.9	B: 1.9	C: 2	D: 8	E: 9	F: -19	G: -6	H: 108	I: 9	J: 4.5	K: 0.6
canonical_smiles: O=C(/C=C\Nc1ccccn1)c1ccc(Cl)cc1
  A: 2.6	B: 0.6	C: -2	D: -2	E: 4	F: 4	G: 7	H: 84	I: -14	J: 0.1	K: -0.4
canonical_smiles: CCc1nc(SCC(=O)NCCc2ccccc2)c2c(=O)n(C)c(=O)n(C)c2n1
  A: -2.3	B: -1.8	C: -7	D: -11	E: 15	F: -19	G: 6	H: 98	I: 13	J: 2.3	K: 1.2
canonical_smiles: COC(=O)c1ccc(/C=N/N2CCN(Cc3ccc(C)cc3C)CC2)cc1
  A: 3.5	B: -0.9	C: 11	D: 93	E: 1	F: 10	G: 11	H: 75	I: -19	J: 1.0	K: -0.4
canonical_smiles: O=C(CCC(=O)N1CCN(Cc2ccccc2)CC1)Nc1nnc(C2CCCCC2)s1
  A: 3.3	B: 1.9	C: -2	D: 169	E: 32	F: -4	G: -4	H: 100	I: -17	J: 2.4	K: 4.2
canonical_smiles: CCN(CC)Cc1cc(Nc2c3ccccc3nc3c4ccccc4n(C)c23)cc(CN(CC)CC)c1O
  A: 144*	B: .	C: 10	D: .	E: 44	F: 6	G: 5	H: 98	I: i	J: .	K: 1.6

Complete entries, quoted from the list:
Shown for CCc1nc(SCC(=O)NCCc2ccccc2)c2c(=O)n(C)c(=O)n(C)c2n1 → MOR-DOR ag: -2.3; Ecoli viability: -1.8; PKA-R1A act: -7; SUMO Mot1 rescue: -11; Arrestin-AP2 inh: 15; PfHsp90 yeast 2: -19; Tat export inh: 6; Pemphigus Ab inh: 98; MOR-DOR inv ag: 13; AddAB inh: 2.3; phage Ecoli inh: 1.2
Shown for CSC1=N/C(=C\c2cccc(F)c2)C(=O)S1 → MOR-DOR ag: 0.4; Ecoli viability: -0.6; PKA-R1A act: 3; SUMO Mot1 rescue: -5; Arrestin-AP2 inh: 20; PfHsp90 yeast 2: 2; Tat export inh: -2; Pemphigus Ab inh: 103; MOR-DOR inv ag: -2; AddAB inh: -0.5; phage Ecoli inh: 0.5
